Bioassay records: PubChem, several laboratories
HTR2A ag – mouse Htr2a agonists via beta-arrestin recruitment, primary screen, cell-based, luminescence; 5-hydroxytryptamine receptor 2A (Mus musculus), P35363; activation, % at 7.6 µM; CHO-K1 mHTR2A beta-arrestin complementation; percent of 30 µM serotonin response; actives 0.66% (n = 360,000);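 active = activation above a run cutoff, the mean activation of all tested compounds plus 3 SD, cut at about 14% in these data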;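 note: 0% = plate median of compound wells and 100% = 30 µM serotonin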
Target sequence (P35363 whole entry, looked up): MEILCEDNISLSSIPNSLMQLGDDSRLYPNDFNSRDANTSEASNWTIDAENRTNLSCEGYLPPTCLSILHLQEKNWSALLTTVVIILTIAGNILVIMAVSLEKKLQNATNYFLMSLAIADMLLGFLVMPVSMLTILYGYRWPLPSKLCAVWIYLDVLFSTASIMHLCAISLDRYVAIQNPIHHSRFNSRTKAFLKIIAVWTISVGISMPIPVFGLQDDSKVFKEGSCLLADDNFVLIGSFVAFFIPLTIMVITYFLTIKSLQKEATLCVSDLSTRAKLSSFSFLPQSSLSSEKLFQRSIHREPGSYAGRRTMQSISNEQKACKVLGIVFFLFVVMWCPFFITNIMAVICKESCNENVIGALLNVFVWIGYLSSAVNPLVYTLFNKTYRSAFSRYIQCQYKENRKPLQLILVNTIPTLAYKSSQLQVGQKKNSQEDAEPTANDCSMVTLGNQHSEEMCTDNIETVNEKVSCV
PDI inh – inhibitors of human PDI, primary screen, biochemical, turbidity, single point, plate reader | Protein disulfide-isomerase (Homo sapiens), P07237 | PDI insulin aggregation turbidity, A650, 90 min | actives 0.052% (n = 350,000) | inhibition, % at 10 µM;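 active = mean inhibition across replicates of 30% or more, whatever share of single replicates reach that level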;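 note: absorbance from insulin aggregation driven by PDI reduction with DTT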
NR2E3 ag-1 – NR2E3 agonists in two-hybrid cells, primary screen, cell-based, luminescence, CHO-S, Gal4-NCOR/VP16-NR2E3; Photoreceptor-specific nuclear receptor (Homo sapiens), Q9Y5X4; inhibition of corepressor binding, % at 3.98 µM; actives 0.35% (n = 360,000); AID 602229, 2012; luciferase;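 active = inhibition above the mean of all tested compounds plus 3 SD, cut at about 70% in these data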;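 note: 0% = DMSO with NR2E3 transfected cells and 100% = cells lacking NR2E3 construct; higher means lower luciferase signal from less NR2E3 corepressor binding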
Target sequence (Q9Y5X4 whole entry, looked up, the tested form may be a part): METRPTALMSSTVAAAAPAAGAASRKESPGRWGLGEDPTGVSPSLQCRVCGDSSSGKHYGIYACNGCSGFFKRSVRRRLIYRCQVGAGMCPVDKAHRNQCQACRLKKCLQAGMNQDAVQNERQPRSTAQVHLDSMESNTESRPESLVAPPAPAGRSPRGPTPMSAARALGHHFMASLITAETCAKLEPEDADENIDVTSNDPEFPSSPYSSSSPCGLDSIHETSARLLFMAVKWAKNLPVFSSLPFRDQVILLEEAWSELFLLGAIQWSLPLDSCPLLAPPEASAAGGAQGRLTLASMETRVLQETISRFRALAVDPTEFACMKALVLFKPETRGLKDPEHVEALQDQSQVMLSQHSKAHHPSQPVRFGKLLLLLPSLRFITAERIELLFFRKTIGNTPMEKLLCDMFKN
Cardio protect – cardioprotection against H2O2-induced cell death, primary screen, uHTS, H9c2 cells, ATPLite luminescence. H9c2 cardiomyocytes, H2O2 injury protection, 2 h. protection from H2O2 cell death, % at 20 µM. actives 0.63% (n = 360,000);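 active = compounds giving at least 50% protection of heart cells from peroxide-induced death in the single-dose screen, raw or plate-pattern-corrected value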;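 note: 0% = DMSO wells with peroxide and 100% = DMSO wells without peroxide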
Shn3 inh set2 – reduction of Shn3 3'UTR firefly luciferase signal, primary screen, Schnurri-3 inhibitor project, cell-based, Clone20 osteoblasts, set 2. actives 0.52% (n = 360,000). Clone20 osteoblast Shn3 3'UTR firefly luciferase, 24 h. AID 588674, 2011. inhibition, % at 12.5 µM;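 active = mean inhibition of at least 75% with every replicate also reaching 75%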;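 note: 0% = median of neutral control wells and 100% = pilot-screen positive control compound; some compounds past the cut are filed as inactive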
Peg3 promoter – Peg3 promoter-driven luciferase inhibitors, primary screen, cell-based, HeLa, luciferase luminescence; HeLa PEG-Prom luciferase reporter, overnight; inhibition, % at 20 µM; actives 1.7% (n = 360,000); AID 588405, 2011;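 active = inhibition of at least 50% at 20 µM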
iPSC survival up – enhancers of single-cell hiPSC survival, primary screen, ATPlite luminescence. 100% = ROCK inhibitor wells, 0% = DMSO. AID 602274, 2012. survival enhancement, % at 20 µM. actives 0.044% (n = 360,000); in the data active = survival enhancement above about 18%;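 note: cells exposed to compounds for 16 hours before the ATP read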
CaV13 ICDI inh – Disruptors of the CACNA1D IQ motif to Ca2+-dependent inactivation inhibitor domain association, primary screening, Förster resonance energy transfer in intact living …; HEK cells, CFP/YFP FRET ICDI-IQ, plate reader, 10 min; percent FRET-ratio fall versus neutral wells; inhibition, % at 12.3 µM; AID 743397; actives 0.098% (n = 340,000);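 active = mean replicate inhibition of at least 30% and at least 1% of replicates passing that level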;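 note: 0% = median of the neutral control wells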
MITF TRPM1 inh – inhibitors of MITF-dependent TRPM1 promoter reporter, primary screen, cell-based, SK-MEL-5, single point, luciferase; SK-MEL-5 TRPM1 promoter luciferase, 24 h; inhibition, % at 12.5 µM; actives 0.83% (n = 330,000); AID 488899, 2010;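 active = mean inhibition across replicates of 60% or more, whatever share of single replicates reaches that level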; note: values of inactives mirror those of a sister screen read the other way
HIF-2a block – HIF-2a reporter inhibitors, primary screen, luminescence, 786-0 RCC cells | actives 0.72% (n = 360,000) | 786-0 RCC cells HIF-2a reporter, luciferase luminescence, overnight | inhibition, % at 18.8 µM;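 active = inhibition of the luminescence signal of 40% or more relative to plate controls, in a single-dose primary screen at 18.75 µM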
NR2E3 ag-2 – inhibitors of NR2E3-RetCOR corepressor binding, primary screen, NR2E3 agonist project, biochemical, TR-FRET, GST-NR2E3, biotin-RetCOR | 1536-well | inhibition of corepressor binding, % at 4.78 µM | actives 0.12% (n = 320,000) | AID 2300, 2010;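 active = percent inhibition above the cutoff of mean plus 3 SD of all tested compounds, set per screening campaign, cut at about 20% in these data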;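 note: 0% = DMSO wells and 100% = biotin wells as full block of FRET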
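System: GST-tagged NR2E3 plus biotinylated RetCOR corepressor; Amount: 1.35 nM GST-tagged NR2E3 final; Dosing: single nominal compound dose of 4.8 µM; Schedule: 5 h incubation at 4 °C; Technique: TR-FRET with europium anti-GST and streptavidin-D2, 340 nm excitation; Controls: biotin wells as high control, 0.6% DMSO wells as low control.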
Active calls of the source: *; · = not tested or not shown.

#	Structure	HTR2A ag	PDI inh	NR2E3 ag-1	Cardio protect	Shn3 inh set2	Peg3 promoter	iPSC survival up	CaV13 ICDI inh	MITF TRPM1 inh	HIF-2a block	NR2E3 ag-2
1	CC1SCC(NC(=O)c2ccccc2Cl)CS1 (stereo not drawn)	7	-7	-77	-4	-32	-94	0.2	-20	·	-146	1
2	COc1ccc(C(=O)N/C(=C\c2ccc(OC)c(OC)c2)C(=O)N2CCCCC2)cc1	0	-8	-7	1	13	4	-0.4	-7	-10	11	5
3	Cn1c(SCc2ccccn2)nnc1-c1ccncc1	-1	5	-20	3	7	7	1.2	-8	3	-2	0
4	CSc1cccc(NC(=O)CN(C)S(=O)(=O)c2ccc(C)cc2)c1	-2	-4	4	-2	17	8	0.1	-5	11	-2	4
5	CCCCOc1ccc(-c2c(C(=O)Nc3ccccc3)c(C)[nH]c(=S)c2C#N)cc1	1	-4	-9	4	1	6	1.5	-3	-9	5	94*
6	CCOc1ccc(NC(=O)CSc2ccc(-c3ccccn3)nn2)cc1	-2	2	-2	5	4	-19	-0.1	-7	4	-21	-5
7	COc1ccc(Cl)c2sc(N3CCN(C(C)=O)CC3)nc12	6	-4	-46	8	1	-8	-0.3	-6	9	-5	2
8	Oc1[nH]c2ccccc2c1/C=N/c1nccs1	-3	-4	-47	-1	-52	-125	-2.8	-3	-51	-236	-4
9	CC(=O)Nc1ccc(CN2CCN(C3CCCC3)C(CCO)C2)cc1 (stereo not drawn)	0	1	-7	0	3	16	-0.1	-19	11	16	-3
10	N#Cc1ccccc1	2	·	-10	2	-2	-4	-0.2	·	-2	4	1
11	COc1ccccc1COC(=O)CN1C(=O)NC2(CCCCC2C)C1=O (stereo not drawn)	8	0	-5	0	-1	-15	-0.3	-6	-14	7	·
12	Cc1ccnc(NS(=O)(=O)c2ccc(NC(=O)C(C)(C)C)cc2)n1	4	2	6	0	·	5	-0.9	-2	-7	15	0
13	O=C(CCS(=O)(=O)c1ccccc1)N1CCCc2ccccc21	5	-1	-11	-2	-27	-51	-0.5	-4	-21	-52	1
14	NC(Cc1ccc2nsnc2c1)C(=O)O (stereo not drawn)	2	-3	-16	2	-10	-12	2.9	-8	4	-49	3
15	Clc1cc(Br)ccc1OCCn1ccnc1	-4	4	-14	-4	-16	19	-1.7	-3	-6	3	-2
16	CCN1C(=O)c2ccccc2Sc2ccc(C(=O)NCCC(C)C)cc21	-12	8	-5	-3	11	14	-0.2	-4	-13	19	5
17	Cc1ccc(C(C(=O)NCC2CCCO2)N(C(=O)c2snc(C(N)=O)c2N)c2ccccc2)o1 (stereo not drawn)	11	-15	2	16	-2	7	-0.5	-3	-23	12	2
18	CC(C)(C)c1cc(C2=CSC3=NCCN23)cc(C(C)(C)C)c1O	6	4	-5	-10	18	8	-0.8	·	-11	16	3
19	C=CCN(CC(=O)NCc1ccc(OC)cc1)C(=O)c1csnn1	-1	-2	-7	3	-12	7	0.2	-6	-1	11	1
20	COCCCN(CCCN)Cc1ccco1	3	-4	-8	10	3	-8	0.4	-8	1	17	4

12 of the compounds above, with two lines to a compound.
Values run as follows: HTR2A ag | PDI inh | NR2E3 ag-1 | Cardio protect | Shn3 inh set2 | Peg3 promoter | iPSC survival up | CaV13 ICDI inh | MITF TRPM1 inh | HIF-2a block | NR2E3 ag-2
9	CC(=O)Nc1ccc(CN2CCN(C3CCCC3)C(CCO)C2)cc1 (stereo not drawn)
→ 0 | 1 | -7 | 0 | 3 | 16 | -0.1 | -19 | 11 | 16 | -3
10	N#Cc1ccccc1
→ 2 | · | -10 | 2 | -2 | -4 | -0.2 | · | -2 | 4 | 1
11	COc1ccccc1COC(=O)CN1C(=O)NC2(CCCCC2C)C1=O (stereo not drawn)
→ 8 | 0 | -5 | 0 | -1 | -15 | -0.3 | -6 | -14 | 7 | ·
12	Cc1ccnc(NS(=O)(=O)c2ccc(NC(=O)C(C)(C)C)cc2)n1
→ 4 | 2 | 6 | 0 | · | 5 | -0.9 | -2 | -7 | 15 | 0
13	O=C(CCS(=O)(=O)c1ccccc1)N1CCCc2ccccc21
→ 5 | -1 | -11 | -2 | -27 | -51 | -0.5 | -4 | -21 | -52 | 1
14	NC(Cc1ccc2nsnc2c1)C(=O)O (stereo not drawn)
→ 2 | -3 | -16 | 2 | -10 | -12 | 2.9 | -8 | 4 | -49 | 3
15	Clc1cc(Br)ccc1OCCn1ccnc1
→ -4 | 4 | -14 | -4 | -16 | 19 | -1.7 | -3 | -6 | 3 | -2
16	CCN1C(=O)c2ccccc2Sc2ccc(C(=O)NCCC(C)C)cc21
→ -12 | 8 | -5 | -3 | 11 | 14 | -0.2 | -4 | -13 | 19 | 5
17	Cc1ccc(C(C(=O)NCC2CCCO2)N(C(=O)c2snc(C(N)=O)c2N)c2ccccc2)o1 (stereo not drawn)
→ 11 | -15 | 2 | 16 | -2 | 7 | -0.5 | -3 | -23 | 12 | 2
18	CC(C)(C)c1cc(C2=CSC3=NCCN23)cc(C(C)(C)C)c1O
→ 6 | 4 | -5 | -10 | 18 | 8 | -0.8 | · | -11 | 16 | 3
19	C=CCN(CC(=O)NCc1ccc(OC)cc1)C(=O)c1csnn1
→ -1 | -2 | -7 | 3 | -12 | 7 | 0.2 | -6 | -1 | 11 | 1
20	COCCCN(CCCN)Cc1ccco1
→ 3 | -4 | -8 | 10 | 3 | -8 | 0.4 | -8 | 1 | 17 | 4

Going on with the list.
#	Structure	HTR2A ag	PDI inh	NR2E3 ag-1	Cardio protect	Shn3 inh set2	Peg3 promoter	iPSC survival up	CaV13 ICDI inh	MITF TRPM1 inh	HIF-2a block	NR2E3 ag-2
21	Cc1cc(C)c2sc(N(CCCN(C)C)C(=O)COc3ccc(Cl)cc3)nc2c1	-10	4	-30	-13	-3	-9	-0.5	-7	51	7	0
22	O=C(CCS(=O)(=O)c1ccccc1)Nc1ccc(S(=O)(=O)Nc2ncccn2)cc1	-2	4	27	4	2	-5	1.3	-3	3	4	2
23	O=S(=O)(O)c1cc(O)c2c(O)c(N=Nc3cc(Cl)ccc3O)c(S(=O)(=O)O)cc2c1	-14	-2	-51	-8	15	42	-0.6	·	51	36	-2
24	Cc1ccc(NC(=O)CCc2c[nH]c3ccccc23)nc1	3	7	-52	-5	-2	-60	0.1	-14	10	-72	4
25	O=C1CCc2cc(S(=O)(=O)NCc3ccc(Cl)cc3)cc3c2N1CC3	2	-5	-2	-4	1	14	-0.5	-6	-6	8	-3
26	O=C(Oc1ccc2ccc(=O)oc2c1)c1ccc([N+](=O)[O-])cc1	-3	-4	-5	-3	1	10	-0.6	-2	3	13	-1
27	COc1ccc(CCn2c(-c3cc([N+](=O)[O-])cc([N+](=O)[O-])c3)nc3nc4ccccc4nc32)cc1OC	-3	0	-13	43	15	17	0.8	-5	15	17	2
28	O=C(NC(=O)c1ccccc1)Nc1ccccc1O	-8	-8	-149	-10	-78	-178	0.0	-15	-52	-163	-1
29	CC1CC(C)(C)Nc2ccc(N=O)cc21 (stereo not drawn)	-8	-1	-1	-14	93*	84*	2.2	-1	61*	12	·
30	COc1ccccc1OCCSc1nc2ccc([N+](=O)[O-])cc2s1	5	3	-9	-6	-2	-30	1.1	-14	11	-88	-3
31	O=C(Nn1cnc2ccccc2c1=O)c1ccccc1[N+](=O)[O-]	-2	-2	-17	0	-13	-9	1.1	-2	-3	1	-2
32	CCN1CCN(C(=O)c2cc3c(=O)oc4ccc(C)cc4c3s2)CC1	-9	·	-26	5	5	-3	-0.5	-2	-8	0	5
33	COc1ccc(S(=O)(=O)N(C)c2ccc(C(=O)N3CCOCC3)cc2)cc1	-1	-14	1	7	15	17	5.4	0	10	9	0
34	COc1ccc(C(=O)N2CCCC(C(=O)O)C2)c2ccccc12 (stereo not drawn)	3	-1	-2	4	10	8	-0.2	-3	13	14	10
35	CCn1c(-c2ccccc2Cl)nn(CC(=O)Nc2ccccc2C)c1=S	-1	-4	10	5	-4	19	1.1	-5	1	-3	1
36	COC(=O)Cc1ccc(NC(=O)c2ccc(NC(=O)c3ccco3)cc2)cc1	-2	-2	2	9	13	7	-0.3	-4	-3	7	-1
37	O=C(/C=C/c1cccc(C(F)(F)F)c1)N1CCN(c2ccccn2)CC1	-3	-10	13	-5	5	-6	0.4	-3	-4	3	2
38	c1ccc(C(c2ccccc2)N2CCN(C(c3ccccn3)c3nnnn3C3CCCC3)CC2)cc1 (stereo not drawn)	-1	1	-4	1	2	0	0.5	·	8	24	-1
39	O=C(NC(=S)NNC(=O)c1cccs1)c1ccccc1	3	-2	-26	23	3	-20	-0.3	-6	32	-51	-2
40	CN1CCN(C(c2ccc(F)cc2)c2nnnn2Cc2cccs2)CC1 (stereo not drawn)	-8	-5	-26	-6	-3	3	2.7	-4	-7	18	3
41	Cc1cc(C)nc(SCc2ccc(C(=O)N/N=C/C3CCCCC3)cc2)n1	0	-12	1	-28	2	20	1.9	2	12	16	1
42	COc1ccc(S(=O)(=O)N2CCC(NC(=O)C(Cc3cccc(OC)c3OC)NC(C)=O)CC2)cc1 (stereo not drawn)	-2	16	-17	-2	-6	1	-0.1	-4	-9	9	2
43	Cc1onc(-c2ccccc2)c1C(=O)Nc1ncc([N+](=O)[O-])s1	4	-1	101*	-11	4	34	-0.4	-4	3	-22	-1
44	CCOC(=O)/C(C#N)=C/c1cn(CCC(=O)O)nc1-c1ccccc1	5	-2	-25	2	4	9	1.0	-5	-17	5	0
45	CC(=O)NC1=C(NC2CCS(=O)(=O)C2)C(=O)c2ccccc2C1=O (stereo not drawn)	0	1	-2	-16	-23	6	0.5	-2	49	10	-7
46	CCN(CC)CCCNc1nc(N)c([N+](=O)[O-])c(N2CCCCCC2)n1	11	-1	-27	3	-1	-2	0.3	-4	3	7	-1
47	Nc1ccc(NC2C[C@@H](C(=O)O)NC2=O)cc1 (stereo partly drawn)	7	-4	13	1	-2	7	2.6	-3	11	11	1
48	O=C(Nc1cccc([N+](=O)[O-])c1)N1CCc2ccccc2C1	-1	-2	-64	-9	-61	-236	-0.6	-4	-61	-234	·
49	CC(C)N(O)C(=O)NC(C)(C)C	0	12	-17	-2	-8	-9	5.3	-5	4	15	3
